Bioassay records as filed in PubChem.
PNC inhibitor: blocks assembly of the perinucleolar compartment; PC3M PTB-GFP, PNC prevalence imaging, 16 h; stronger effect = lower value; activity change (PNC), negative = inhibition, % at 10 µM; 140,000 tested, 3.1% active;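 active = readout at or below -70, meaning at least 70% loss of cells showing the perinucleolar compartment, a nuclear body marking cancer cells; inconclusive = readout between -30 and a set limit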;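 note: plate controls were DMSO wells for no effect and camptothecin positive control wells for full effect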
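PC3M cells stably expressing PTB-GFP, 750–1000 cells/well, treated 16 h at 37 °C with compound (23 nl of library stock), in duplicate. After paraformaldehyde fixation and Hoechst stain, imaged at 20x; PNC prevalence scored by image analysis.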
15-hLO-2 inh: blocks human 15-lipoxygenase 2 activity; O15296; 110,000 tested, 0.56% active; Potency, µM (top dose mostly 57.1 µM), without a hit: at the top dose activity change, negative = inhibition, actives largely listed as inhibitors; purified 15hLO-2, xylenol orange hydroperoxide absorbance; AID 881; note: potency is the fitted concentration of half-maximal effect; nearly all actives have a fitted effect of over 60% in size; many of its hits are not listed in these tables
Target sequence (O15296 whole entry, looked up): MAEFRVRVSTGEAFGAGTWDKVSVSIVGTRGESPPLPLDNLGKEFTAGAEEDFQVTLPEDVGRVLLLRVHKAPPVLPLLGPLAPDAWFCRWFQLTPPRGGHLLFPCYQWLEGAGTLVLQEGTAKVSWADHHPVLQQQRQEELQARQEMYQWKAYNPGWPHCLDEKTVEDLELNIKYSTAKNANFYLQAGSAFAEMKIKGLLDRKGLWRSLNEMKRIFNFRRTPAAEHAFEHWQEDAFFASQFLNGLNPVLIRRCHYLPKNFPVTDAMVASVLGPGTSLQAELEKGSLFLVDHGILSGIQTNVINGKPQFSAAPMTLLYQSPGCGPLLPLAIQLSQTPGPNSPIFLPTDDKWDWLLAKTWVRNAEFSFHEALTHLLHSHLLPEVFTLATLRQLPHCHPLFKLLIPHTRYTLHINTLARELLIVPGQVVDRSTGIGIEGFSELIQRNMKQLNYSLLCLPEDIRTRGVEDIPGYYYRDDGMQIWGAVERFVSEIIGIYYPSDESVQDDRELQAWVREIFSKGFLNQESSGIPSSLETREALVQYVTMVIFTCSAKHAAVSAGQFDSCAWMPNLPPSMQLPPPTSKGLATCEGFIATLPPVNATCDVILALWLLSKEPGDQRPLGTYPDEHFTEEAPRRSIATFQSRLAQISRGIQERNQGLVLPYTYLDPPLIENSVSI
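Enzyme 50 nM, AA 45 uM, 25 mM Hepes pH 7.5 + 0.01% Triton X-100; cpd preinc 15 min RT, rxn 90 min RT; stop/detect with 200 uM XO + 300 uM Fe(II) in 50 mM H2SO4, 30 min; A573/A405.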
IMPase cell inh: membrane-permeable compound that blocks inositol monophosphatase; P97697; CHO-M1 cells, IP1 accumulation, HTRF TR-FRET ratio; inhibition (IP1 accumulation), % at 46.1 µM; 120,000 tested, under 10 active; AID 901; active = well fitted curve in the direction sought with a large enough effect in the signal ratio, not every such curve was filed as active; inconclusive = small, poorly fitted or top-dose-only effect, or a change in a side signal; inactive = no such curve, though single readings can be large or run the other way; the % refers to the signal ratio;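 note: cells stimulated with carbachol in lithium chloride buffer; plate controls were DMSO basal wells for no effect and reference inhibitor wells for full effect; higher means more IMPase inhibition seen as more IP1 and lower FRET ratio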
Target sequence (P97697 whole entry, looked up): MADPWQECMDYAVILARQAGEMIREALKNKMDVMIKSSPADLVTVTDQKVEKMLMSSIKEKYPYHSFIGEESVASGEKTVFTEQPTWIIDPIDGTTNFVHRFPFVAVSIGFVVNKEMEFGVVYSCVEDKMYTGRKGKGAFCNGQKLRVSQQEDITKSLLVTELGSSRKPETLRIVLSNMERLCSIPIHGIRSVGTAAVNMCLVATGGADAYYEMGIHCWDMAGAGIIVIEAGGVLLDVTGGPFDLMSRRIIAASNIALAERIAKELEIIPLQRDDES
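Carbachol-driven Gq signalling in CHO-M1 cells (2000/well) generates IP1. Compounds that block IMPase raise IP1 and so reduce the FRET signal from Eu-anti-IP1 and d2-IP1 after a 10 min room-temperature lysis.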
ALOX12 inhib: blocks human 12-lipoxygenase activity; P18054; purified 12-hLO, xylenol orange hydroperoxide absorbance; Potency, µM (titrated, usually from 57.1 µM), without a hit: at the top dose activity change, negative = inhibition, usual class: inhibitors; 150,000 tested, 0.12% active; AID 1452; note: potency is the fitted concentration of half-maximal effect; nearly all actives have a fitted effect of over 55% in size; many of its hits are not listed in these tables
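Hydroperoxide output read as Fe(III)-xylenol orange absorbance, 573-to-405 nm ratio, after 30 min reaction with 40 uM arachidonic acid. Enzyme: 150 nM purified human 12hLO, 15 min compound preincubation; 25 mM Hepes pH 7.0, room temperature.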
* hit, by the source's call; ? = inconclusive; · = not tested or not shown; [ ] = another dose, or the depositor's remark. Unless noted, calls come from the whole dose curve; as a rule, active = well fitted curve in the direction sought with a large enough effect; inconclusive = small, poorly fitted or top-dose-only effect, or another doubt; inactive = no such curve, though single readings can be large; an effect the other way counts as inactive or inconclusive. Unless noted, % is set by controls: 0 for no effect and ±100 for the full control effect.

The first five compounds (preview)
Screens by letter: A = PNC inhibitor; B = 15-hLO-2 inh; C = IMPase cell inh; D = ALOX12 inhib
[1] Oc1ccc(/C=N/NC(=S)Nc2cccnc2)cc1O
  A = -7 | B = · | C = · | D = -10%

[2] c1cc(Nc2ncnc3sccc23)cc(-c2nnc3n2CCCCC3)c1
  A = 10 | B = 13% | C = 5 | D = -1%

[3] COc1ccccc1N1CCN(CC(=O)N2N=CCC2c2ccccc2)CC1 (stereo not given)
  A = ? | B = · | C = · | D = 1%

[4] Cc1ccc(C(=O)Nc2ccon2)cc1S(=O)(=O)N1CCCC1
  A = 24 | B = -6% | C = -2 | D = 4%

[5] Cc1cc(C)n2nc(SCN3C(=O)c4ccccc4C3=O)nc2n1
  A = 23 | B = -7% | C = -1 | D = -9%

Results (from the top)
Screens by letter: A = PNC inhibitor; B = 15-hLO-2 inh; C = IMPase cell inh; D = ALOX12 inhib
[1] Oc1ccc(/C=N/NC(=S)Nc2cccnc2)cc1O
  A = -7 | B = · | C = · | D = -10%

[2] c1cc(Nc2ncnc3sccc23)cc(-c2nnc3n2CCCCC3)c1
  A = 10 | B = 13% | C = 5 | D = -1%

[3] COc1ccccc1N1CCN(CC(=O)N2N=CCC2c2ccccc2)CC1 (stereo not given)
  A = ? | B = · | C = · | D = 1%

[4] Cc1ccc(C(=O)Nc2ccon2)cc1S(=O)(=O)N1CCCC1
  A = 24 | B = -6% | C = -2 | D = 4%

[5] Cc1cc(C)n2nc(SCN3C(=O)c4ccccc4C3=O)nc2n1
  A = 23 | B = -7% | C = -1 | D = -9%

[6] CCOC(=O)c1ccc2c(c1)nc(SCC(=O)c1ccco1)n2CC
  A = 17 | B = 1% | C = 4 | D = -12%

[7] COc1ccc(NCc2ccc3c(c2)OCO3)cc1Cl
  A = ? | B = 1%[11.4 µM] | C = 5[1.84 µM] | D = -6%

[8] CN(C)c1oc(-c2ccccc2Cl)nc1S(=O)(=O)c1ccccc1
  A = 3 | B = 3% | C = 8 | D = -8%

[9] O=C(c1ccc(Cl)cc1)c1oc2ccccc2c1CS(=O)(=O)c1ccccc1
  A = ? | B = -10% | C = 4 | D = -11%

[10] CCOC(=O)CSc1nc2cc(C)ccc2cc1C#N
  A = -23 | B = -5% | C = -1 | D = 3%

[11] CCCCCCCCCCNC(=O)C(=O)Nc1ccccn1
  A = -9 | B = 14% | C = 6 | D = 33%[activator]

[12] CS(=O)(=O)N(CC(=O)N1CCOCC1)c1ccc2c(c1)OCO2
  A = ? | B = -2% | C = 13 | D = 3%

[13] COc1ccc(-c2nnc(N(C)C(=O)C3CCCO3)s2)cc1 (stereo not given)
  A = 44 | B = · | C = -5 | D = -3%

[14] O=S(=O)(/C=C/c1ccccc1)NCCc1ccccn1
  A = -19 | B = 3% | C = 2 | D = -4%

[15] COc1cccc(CN(C)CC(=O)NC(=O)NCc2ccccc2)c1
  A = -7 | B = · | C = · | D = 0%

[16] CC(C)(C)NC(=O)CSc1nnc(-c2ccccn2)n1-c1ccccc1
  A = -26 | B = -1% | C = -2 | D = -4%

[17] Cc1ccc(Cn2ncc3c(N4CCN(c5ccc(C)cc5)CC4)ncnc32)cc1
  A = 11 | B = 26% | C = 16 | D = -4%

[18] CC(C)[C@H](NC(=O)c1ccccc1)C(=O)OCC(=O)N1CCc2ccccc2C1
  A = -2 | B = 8% | C = 6 | D = 0%

[19] Cc1ccc(NC(=O)Cc2nc(CCl)cs2)cc1
  A = -13 | B = · | C = · | D = 0%

[20] Cc1cc(N/N=C/c2ccccc2)nc(NCc2ccccc2)n1
  A = 1 | B = · | C = · | D = -4%

[21] COc1ccc(/C=C/C(=O)Nc2nc(C)cc(C)n2)cc1OC
  A = ? | B = -14% | C = 1 | D = -22%

[22] CC(C)n1nc(C(=O)Nc2nc3ccc(S(C)(=O)=O)cc3s2)c2ccccc2c1=O
  A = 63 | B = -5% | C = 2 | D = 3%

[23] CCCCC(=O)Nc1ccc(N2CCN(C(=O)CC)CC2)cc1
  A = 4 | B = -7% | C = 10 | D = -6%

[24] Cc1ccc(N2CCN(c3cc(C)nc4nc(C)nn34)CC2)c(C)c1
  A = 35 | B = · | C = · | D = 3%

[25] Cc1ccc(Oc2c(C(N)=O)cc([N+](=O)[O-])cc2[N+](=O)[O-])cc1
  A = 13 | B = · | C = · | D = -5%

[26] Cc1cc(C)c2c(N)c(C(=O)N3CCN(c4ncccn4)CC3)sc2n1
  A = -17 | B = 6%[2.29 µM] | C = -18 | D = -1%

[27] CCCn1c(-c2ccc(OC)cc2)nc2nc3ccccc3nc21
  A = -12 | B = -7% | C = 8 | D = -1%

[28] COc1ccc(S(=O)(=O)N2Cc3ccccc3CC2C(=O)Nc2nccs2)cc1OC (stereo not given)
  A = ? | B = -1%[2.29 µM] | C = -2 | D = -3%

[29] O=C(O)[C@@H]1[C@@H](C(=O)Nc2ncccn2)[C@@H]2C=C[C@@H]1O2
  A = · | B = 1%[11.4 µM] | C = · | D = 6%[11.4 µM]

[30] Cc1cc(C)nc(NS(=O)(=O)c2ccc(Br)s2)c1
  A = ? | B = -17% | C = 11 | D = -5%

[31] COc1ccc(N(CCCN2C(=O)c3cccc4cccc(c34)C2=O)C(=O)c2cccc(OC)c2)cc1
  A = ? | B = · | C = 5 | D = 2%

[32] COc1ccc(C2=C(O)C(C)N(c3ccccc3)C2=N)cc1OC (stereo not given)
  A = -2 | B = -7% | C = 5 | D = 4%

[33] COc1ccc(CCCc2nnc(SCC(=O)Nc3nc(C)cs3)n2C)cc1
  A = 18 | B = 0% | C = 6 | D = 3%

[34] Cc1ccc(NS(=O)(=O)c2cc(C(=O)NCCSC3CCCCC3)ccc2C)cc1
  A = ? | B = -30% | C = 7 | D = ?

[35] Cn1nnnc1SCC(=O)N1c2ccccc2Sc2ccccc21
  A = ? | B = -9% | C = 6 | D = 1%

[36] O=c1c2[nH]c3ccccc3c2ncn1CCN1CCNCC1
  A = 7 | B = 12% | C = 5 | D = 0%

[37] CC(C)OC(=O)c1cc(NC(=O)C2C3CCC(O3)C2C(=O)O)cc(C(=O)OC(C)C)c1 (stereo not given)
  A = ? | B = 1% | C = -1 | D = -8%

[38] COc1ccc(C)cc1-n1nnnc1SCC1CCCCO1 (stereo not given)
  A = 9 | B = -2% | C = 8 | D = -15%

[39] O=C(O)CCC(=O)OCC1CCCO1 (stereo not given)
  A = -16 | B = 4% | C = 7 | D = -1%

[40] COc1ccccc1NC(=O)NC1(C(=O)N2CCCCCC2)CCCCC1
  A = -23 | B = · | C = 7 | D = -2%

[41] O=C1CCCCCN1C(=O)c1cccc(C(=O)N2CCCCCC2=O)c1
  A = 3 | B = 0% | C = 6 | D = -3%

[42] CC(C)C(NS(=O)(=O)c1ccc2c(c1)OCCCO2)C(=O)O (stereo not given)
  A = 35 | B = · | C = · | D = 1%

[43] O=C1C2C3C=CC(C3)C2C(=O)N1/N=C/c1ccc(-c2ccccc2[N+](=O)[O-])o1 (stereo not given)
  A = ? | B = · | C = · | D = -1%

[44] CCNc1nc(NCC)nc(C(=O)NN)n1
  A = -21 | B = · | C = -1[0.0738 µM] | D = -3%

[45] Cc1ccc(NS(=O)(=O)c2cn(C)cn2)cc1
  A = 34 | B = · | C = 4 | D = 4%

[46] COc1ccc(C2=Nn3c(nnc3-c3ccncc3)SC2)cc1OC
  A = 7 | B = -16% | C = 15 | D = -2%

[47] COc1ccc(OC)c(N(CC(=O)NCc2ccccn2)S(C)(=O)=O)c1
  A = ? | B = 10% | C = -2 | D = -3%

[48] CCOc1ccc(Br)cc1S(=O)(=O)Nc1cccc(S(=O)(=O)N(CC)CC)c1
  A = 10 | B = · | C = · | D = -1%

[49] O=C(CCSc1ccccc1)NCC1CCCO1 (stereo not given)
  A = ? | B = 1% | C = 7 | D = 2%

[50] COc1ccc2nc(C)cc(SCC(=O)Nc3c(C)cc(C)cc3C)c2c1
  A = -29 | B = -16% | C = ? | D = 2%

Retrieved one by one from the entries so far, 3 records:
Screens by letter: A = PNC inhibitor; B = 15-hLO-2 inh; C = IMPase cell inh; D = ALOX12 inhib
[36] O=c1c2[nH]c3ccccc3c2ncn1CCN1CCNCC1
  A = 7 | B = 12% | C = 5 | D = 0%

[38] COc1ccc(C)cc1-n1nnnc1SCC1CCCCO1 (stereo not given)
  A = 9 | B = -2% | C = 8 | D = -15%

[40] COc1ccccc1NC(=O)NC1(C(=O)N2CCCCCC2)CCCCC1
  A = -23 | B = · | C = 7 | D = -2%

(further entries)
Screens by letter: A = PNC inhibitor; B = 15-hLO-2 inh; C = IMPase cell inh; D = ALOX12 inhib
[51] CN(C(=O)COC(=O)c1cccnc1Nc1ccccc1F)C1CCS(=O)(=O)C1 (stereo not given)
  A = -21 | B = · | C = · | D = -2%

[52] O=C(c1cc(C2CC2)on1)N1CCN(c2ccc(F)cc2)CC1
  A = -26 | B = -4% | C = 2 | D = -7%

[53] C[C@@H]1O[C@@H](Oc2c(-c3cc(O)c(O)c(O)c3)oc3cc(O)cc(O)c3c2=O)[C@H](O)[C@H](O)[C@H]1O
  A = 52 | B = · | C = · | D = -6%

[54] O=S(=O)(c1cccc(-n2cnnn2)c1)N1CCOCC1
  A = 19 | B = 6% | C = 12 | D = 7%

[55] Cc1ccc(S(=O)(=O)c2c(N)n(-c3ccccc3)c3nc4ccccc4nc23)cc1
  A = ? | B = · | C = -5 | D = -2%

[56] CN(Cc1ccccc1)C(=O)COc1ccc(-c2nnco2)cc1
  A = -22 | B = · | C = · | D = 0%

[57] CCCc1ccc(-c2cc(C(=O)Nc3ccc([N+](=O)[O-])cn3)c3ccccc3n2)cc1
  A = -30 | B = · | C = -1 | D = 0%

[58] COCCn1nnnc1C(c1ccc(OC)c(OC)c1)N1CCc2ccccc21 (stereo not given)
  A = -30 | B = -15% | C = 10 | D = -5%

[59] COc1cc(C)c2occ(/C(C)=N\O)c2c1
  A = ? | B = 3% | C = 3 | D = -4%

[60] O=C(C1CCCN(S(=O)(=O)c2cccs2)C1)N1CCC(N2CCCCC2)CC1 (stereo not given)
  A = 6 | B = 2% | C = -4 | D = -1%

[61] CC(=O)N(c1ccccc1)C1CCCC1
  A = 2 | B = · | C = · | D = 2%

[62] COc1cccc(C(=O)O/N=C(\N)Cc2ccc(Cl)cc2)c1
  A = 3 | B = · | C = -5 | D = -6%

[63] COCCNC(=O)CNC(=O)c1nn(-c2ccc(OC)c(Cl)c2)c(=O)c2ccccc12
  A = -18 | B = 4% | C = 3 | D = -2%

[64] O=C(COc1ccc2c(c1)CCC2)N1CCc2ccccc21
  A = -81* | B = -8% | C = 9 | D = -8%

[65] Cc1cccc(N2C(=O)CC(Sc3nnc(C)s3)C2=O)c1 (stereo not given)
  A = -7 | B = · | C = 13 | D = -5%

[66] CCOc1cc(C(=O)Nc2ccc(C)cc2C)ccc1OCC(=O)N1CCCCC1
  A = -23 | B = · | C = 2 | D = -2%

[67] CCCNC(=S)NC1CCCC1
  A = 4 | B = 1% | C = -10 | D = -1%

[68] COc1cc(OC)c(C(=O)NNC(=S)NC2CCCCC2)cc1OC
  A = 72 | B = · | C = · | D = 2%

[69] COc1ccc(OC)c(C2C(C(C)=O)=C(O)C(=O)N2CCC(=O)O)c1 (stereo not given)
  A = 9 | B = 1% | C = -6 | D = 1%

[70] Cc1cc(C(=O)OCC(=O)Nc2ccc(F)cc2)c(C)o1
  A = 17 | B = 1% | C = 20 | D = -3%

[71] O=C1c2ccccc2CC1(Cc1ccccc1)Cc1ccccc1
  A = ? | B = · | C = 11 | D = 1%

[72] CC(C)(C)N1C(=O)c2ccc(C(=O)O)cc2C1=O
  A = 2 | B = · | C = 6 | D = 1%

Only part of the results is shown; the hit share may differ from the screen's.
